beta cell repl: MIN6 beta-cell proliferation induction; MIN6 cells proliferation, ATPlite luminescence, 48 h; cells starved in 0.2% serum; 100% = growth in 10% serum; proliferation, % at 10 µM; 330,000 tested, 0.29% active;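 active = compounds whose signal lies at least 3.5 SD above the mean of all wells on their plate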;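 also: 0% = DMSO-treated cells in low-serum medium and 100% = 10% serum control; some compounds called inactive have numbers as strong as hits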
NLRP3 yeast inh: blocks the NALP3 inflammasome reconstituted in yeast | inhibition, % at 10 µM | AID 2825 | 330,000 tested, 0.39% active | Yeast reconstituted NLRP3/ASC/caspase-1, beta-gal luminescence, 24 h;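 active = inhibition of 50% or more; inactive = inhibition below 50%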;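 also: plate controls were induced DMSO wells for no effect and uninduced yeast grown without galactose for full effect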
tim10-1 inh: inhibits growth of tim10-1 mutant yeast; inhibition, % at 20 µM; 330,000 tested, 2.2% active; AID 463190; S. cerevisiae tim10-1 ts strain growth, BacTiter-Glo, 24 h;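 active = inhibition of at least 40%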;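 also: mutant grown at 25 °C; 0% = DMSO wells with yeast and 100% = wells holding no yeast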
GRIN3A LBD mod: modulators (binders) of human NR3A ligand-binding domain | NR3A LBD differential scanning fluorimetry, Tm shift; 0% = protein alone, 100% = glycine-bound protein | Tm shift relative to glycine control, % at 25 µM | 340,000 tested, 2.5% active;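 active = melting temperature shift of at least 10% of the positive control shift, at one fixed dose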
APJ ag: APJ receptor agonism | P35414 | CHO-K1 APJ PathHunter beta-arrestin, luminescence; 0% DMSO wells, 100% apelin | activation, % at 20 µM | 330,000 tested, 0.11% active;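 active = activation more than six SD over the plate average, tested at 20 µM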;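 also: 0% = DMSO alone and 100% = apelin-13 at 10 nM; some results filed as inactive read as strong as hits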
Target sequence (P35414 whole entry, looked up): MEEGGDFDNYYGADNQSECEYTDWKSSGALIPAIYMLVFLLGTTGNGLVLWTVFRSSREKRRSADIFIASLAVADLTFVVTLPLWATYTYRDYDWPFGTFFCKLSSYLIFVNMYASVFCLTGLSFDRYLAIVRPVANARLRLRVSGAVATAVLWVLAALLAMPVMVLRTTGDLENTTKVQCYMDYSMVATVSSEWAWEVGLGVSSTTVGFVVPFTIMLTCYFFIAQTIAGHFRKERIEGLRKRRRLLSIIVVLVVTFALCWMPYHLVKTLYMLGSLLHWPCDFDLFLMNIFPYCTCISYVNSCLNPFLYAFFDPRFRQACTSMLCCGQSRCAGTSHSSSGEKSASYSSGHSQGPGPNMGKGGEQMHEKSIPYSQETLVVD
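Assay system: engineered CHO-K1 APJ arrestin reporter cells; Amount: 1000 CHO-K1 reporter cells seeded per well; Dosing: one dose, 20 µM compound, 1% DMSO; Times: compound stimulation 90 min at 25 °C, detection 60 min; Measured by: luminescent beta-gal fragment complementation, chemiluminescent substrate; Read-out: APJ–arrestin association signal; Controls: DMSO vs Apelin-13 10 nM.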
MPTP inh: blocks calcium-induced mitochondrial swelling | isolated mouse mitochondria, Ca2+ swelling absorbance, 30 min | inhibition, % at 10 µM | 360,000 tested, 1.4% active;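 active = inhibition of 50% or more, scaled per plate between neutral and stimulator controls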;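 also: 0% = DMSO wells given calcium and 100% = 1 mM EGTA wells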
APJ antag: APJ receptor antagonism. 330,000 tested, 0.32% active. CHO-K1 APJ beta-arrestin complementation, luminescence. P35414. inhibition, % at 20 µM;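 active = inhibition above about 40% at 20 µM, limit read from the data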;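 also: cells challenged with 10 nM apelin-13 agonist together with compound; plate controls were apelin-13 plus DMSO wells for no effect and DMSO wells lacking apelin-13 for full effect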
tim23-1 inh: growth inhibitors of tim23-1 mutant yeast. S. cerevisiae tim23-1 growth, BacTiter-Glo luminescence, 24 h. inhibition, % at 20 µM. 330,000 tested, 1.3% active. AID 463212;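 active = growth inhibition of the mutant yeast at or above 50%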;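 also: temperature-sensitive mutant grown at 25 °C; plate controls were DMSO-treated mutant yeast for no effect and medium wells lacking yeast for full effect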
TIM10 inh: inhibits growth of TIM10 yeast strain | S. cerevisiae TIM10 strain growth, BacTiter-Glo luminescence, 24 h | inhibition, % at 10 µM | 330,000 tested, 1.4% active;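 active = inhibition of 40% or more at the single tested concentration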;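 also: wild-type TIM10 isogenic control strain grown at permissive 25 °C; 0% = DMSO yeast wells and 100% = minimal medium wells without yeast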
* = called active by the depositor.

SMILES	beta cell repl	NLRP3 yeast inh	tim10-1 inh	GRIN3A LBD mod	APJ ag	MPTP inh	APJ antag	tim23-1 inh	TIM10 inh
COc1ccc(CNC(=O)C2CCN(S(=O)(=O)N3CCC4(CC3)OCCO4)CC2)c(OC)c1	0	6	13	4	-2	2.0	7	4	-4
CN(Cc1ccccc1F)C(=O)c1sccc1-c1ccccc1	10	28	28	-1	-5	-2.0	16	24	28
CC1(C)Cc2c(cnn2-c2ccccc2)C(NC(=O)c2ccc[n+]([O-])c2)C1 (stereo unspecified)	-2	11	10	1	10	-0.6	2	12	7
CC1(C)CC(NS(=O)(=O)c2ccc(F)cc2)CC(C)(C)N1	-4	20	-11	-2	0	0.0	14	0	3
COc1ccc(-c2noc(CN3CCN(c4ccccc4)CC3)n2)cc1	-2	35	17	2	-4	1.0	7	17	-8
COc1cc(/C=C/C(=O)OCC(=O)Nc2cccc(Oc3ccccc3)c2)ccc1O	0	20	36	16*	0	-0.1	5	31	35
CC1CCCCN1C(=O)CCn1c(=S)oc2ccccc21 (stereo unspecified)	-1	19	9	-1	0	1.3	25	28	-27
COCCNC(=S)NNc1cccc(C(=O)O)c1	-1	5	4	0	-2	-0.6	-3	-5	9
CCc1ccccc1-n1nnc(-c2ccccc2)n1	0	-19	10	-1	-5	1.1	5	19	20
CCc1ccc(NC(=O)CSc2nc(=O)n(CCN(C)C)c3c2CCCC3)cc1	-1	3	5	1	-6	-0.7	16	-4	1
CCOC(=O)Cn1c(=O)oc2cc(S(=O)(=O)N3CCCC(C)C3)ccc21 (stereo unspecified)	3	2	6	2	9	0.6	19	2	-3
O=C(Cc1ccccc1)Nc1cccc(C(=O)N/N=C/c2ccco2)c1	-2	3	-25	1	-2	0.1	1	-21	-18
COc1ccccc1NC(=O)C(=O)NCC1CCCN1S(=O)(=O)c1cccs1 (stereo unspecified)	2	-5	17	2	-5	-0.7	-5	18	8
CC(NC(=O)Nc1nnc(C(F)(F)F)s1)N1C(=O)C2C3C=CC(C3)C2C1=O (stereo unspecified)	-2	1	-3	0	-2	0.0	7	16	-4
CN1CCN(C(=O)/C=C/c2ccc3c(c2)OCO3)CC1	0	16	-1	2	7	-0.5	-13	18	0
Cn1nnnc1Sc1ccc([N+](=O)[O-])cc1Cl	-2	2	19	1	8	-2.3	-31	7	-1
CC1(C(=O)O)CCC(C(=O)N2CCCCC2)C1(C)C (stereo unspecified)	0	-9	9	-3	-1	-0.1	26	4	-8
Clc1ccc(Nc2ncnc3c2nnn3Cc2ccccc2)cc1	1	10	-6	0	5	0.3	0	-7	4
CCCCn1c(SCC(=O)OCC)nc2c(sc(=S)n2-c2ccccc2OC)c1=O	-6	17	32	1	-4	-0.6	23	32	21
C[C@H]1CN=C(Nc2ccccc2)N1CCCC1CCCC1	-2	17	1	-1	-9	1.2	6	0	1
COc1ccc2c(c1)C(=O)N(c1ccc(C)cc1C)C(=O)C2(C)C	3	34	33	2	2	-2.2	11	55*	36
CCOC(=O)C1(CCc2ccccc2)CCN(Cc2ccc(O)cc2)CC1	-3	5	-1	-1	-2	2.3	-1	11	0
Cc1cccc2cc(C#N)c(SCC(=O)N3CC(=O)Nc4ccccc43)nc12	-4	11	-4	-3	4	-3.5	7	3	-3
CN1C(=O)NC(c2ccccc2)(C(F)(F)F)S/C1=C(/C#N)c1nnc(N2CCOCC2)n1-c1ccccc1 (stereo unspecified)	-3	8	14	2	0	1.9	-13	14	21
COC(=O)c1ccc(CNC(=O)COC(=O)/C=C/c2ccc(OC)c(OC)c2)cc1	1	1	-6	2	1	0.1	18	11	6
Other results follow:
SMILES	beta cell repl	NLRP3 yeast inh	tim10-1 inh	GRIN3A LBD mod	APJ ag	MPTP inh	APJ antag	tim23-1 inh	TIM10 inh
c1ccc(CCc2nc(-c3ccncc3)no2)cc1	-1	1	25	-1	-1	-1.0	-3	-43	-27
CCn1c(=O)c2c(O)cc(=O)oc2c2ccccc21	-1	40	25	0	-2	2.0	-2	40	29
CC12CC(NC(=O)N1c1ccc(C(=O)N3CCN(c4ccc(F)cc4)CC3)cc1)c1ccccc1O2 (stereo unspecified)	0	5	4	4	1	-1.2	-9	1	19
CCCC(=O)NC(=S)Nc1cccc(Cl)c1N1CCCC1	-7	-62	33	-10	-4	0.0	-25	31	38
C#CCSc1nnc(-c2cccc3ccccc23)o1	1	-1	14	0	-7	0.3	24	17	18
Cc1ccc(-c2[nH]nc3c2C(C)C(C#N)=C(N)O3)cc1 (stereo unspecified)	3	15	40*	-1	-2	-1.5	-9	37	40
Cc1cc(C)c(OCC(=O)OCC(=O)N(C)C2CCS(=O)(=O)C2)c(C)c1 (stereo unspecified)	-3	-3	8	0	-6	-0.1	-7	-4	2
CCOC(=O)Nc1ccc(OCc2nnc3c4ccccc4c(C)nn23)cc1	0	6	21	-1	-3	5.8	9	27	9
COc1ccc(NC(=O)c2cc(S(=O)(=O)N3CCCC3)c[nH]2)cc1	2	11	-10	3	-3	-0.4	6	4	2
COc1ccc(Br)cc1C(=O)Nc1cccc(-c2nnc(-c3ccco3)o2)c1	-4	21	37	-1	3	5.6	8	27	31
COc1ccc2c(c1)c(C(=O)N/N=C/c1cn(C)c3ccccc13)c(C)n2C	3	-7	27	1	-2	4.8	19	26	28
COc1cc2c(cc1OC)CN(C(=O)c1ccc(OC)c(S(=O)(=O)N3CCOCC3)c1)CC2	-2	0	12	0	3	-0.1	0	10	7
O=C(COC(=O)C1=NNC(=O)CC1)NCCc1ccccc1	2	9	-10	-1	-6	-3.0	2	-4	-7
COc1ccc(NS(=O)(=O)c2cccc3cccnc23)cc1	-3	17	-4	1	14	1.8	-7	15	6
Cc1ccc(C(=O)CN(CCCC(N)=O)C(=O)c2ccncc2)cc1	3	-3	-18	0	4	-1.3	-20	-7	-12
CCCN(Cc1nnc(-c2cccs2)o1)C(=O)CN1C(=O)NC2(CCCCC2C)C1=O (stereo unspecified)	-2	7	4	1	-1	-0.6	15	-1	-3
COc1ccc(C2=Nc3ccc(C)cc3C(c3ccccc3)N2CC(=O)NN)cc1 (stereo unspecified)	-1	19	5	-1	-1	-2.1	-2	20	-13
Cn1nnnc1SCC(=O)N1CCN(c2cccc(Cl)c2)CC1	0	11	8	-5	-4	1.5	-6	0	4
C=C(C)Cn1c(CCNC(=O)CCC)nc2ccccc21	-2	-2	11	1	-3	0.7	11	0	8
COc1ccc(/C=N/N=C2\SC(CC(=O)O)C(=O)N2c2ccccc2)cc1 (stereo unspecified)	0	-8	2	0	-2	0.2	9	7	8
Cc1ccc2c(c1)CCCN2C(=O)c1ccc2c(c1)OCO2	-1	37	34	-3	-2	-0.7	3	16	8
CN(C)CCCN(C(=O)c1ccc(Br)s1)c1nc2cc3c(cc2s1)OCCO3	-7	35	64*	-2	2	76*	-38	43	56*
COc1ccccc1OCc1ccc(C(=O)NN)o1	1	11	-27	-1	5	0.1	-14	-11	-21
CC(C)(C)OC(=O)C(Cc1ccc(OC(C)(C)C)cc1)NC(=O)CNC(=O)CNC(=O)OCc1ccccc1 (stereo unspecified)	-3	-12	-4	0	2	0.3	5	-3	5
CC(C)C(NS(=O)(=O)c1cccc2nsnc12)C(=O)Nc1nccs1 (stereo unspecified)	1	7	-2	-2	-2	0.6	-3	15	-10

Limited to GRIN3A LBD mod (four entries from above):
compound,GRIN3A LBD mod
COc1ccc(NC(=O)c2cc(S(=O)(=O)N3CCCC3)c[nH]2)cc1,3
COc1ccc(Br)cc1C(=O)Nc1cccc(-c2nnc(-c3ccco3)o2)c1,-1
COc1ccc2c(c1)c(C(=O)N/N=C/c1cn(C)c3ccccc13)c(C)n2C,1
COc1cc2c(cc1OC)CN(C(=O)c1ccc(OC)c(S(=O)(=O)N3CCOCC3)c1)CC2,0

The list continues.
SMILES	beta cell repl	NLRP3 yeast inh	tim10-1 inh	GRIN3A LBD mod	APJ ag	MPTP inh	APJ antag	tim23-1 inh	TIM10 inh
COc1ccc(-c2nnc(N)s2)cc1	-2	1	8	-1	-1	-2.3	13	14	6
Cc1ccc(-c2nn(-c3ccccc3)cc2C(=O)N2CCOCC2)cc1C	-2	8	33	-2	-2	0.9	-7	34	27
COc1ccc(-c2c[n+]3c(n2-c2c(C)n(C)n(-c4ccccc4)c2=O)CCCCC3)cc1	-2	2	-7	-5	0	-1.7	-5	0	-5
Cc1onc(-c2ccccc2Cl)c1C(=O)Nc1ccccc1C(N)=O	-4	-5	11	0	-1	3.6	17	6	-7
O=C(c1ccc(Cl)cc1)N1CCN(C(=O)c2ccco2)CC1	-2	19	-2	-2	1	0.3	12	11	-4
NC(=O)C1CCCN(C(=S)Nc2cccc3ccccc23)C1 (stereo unspecified)	0	15	12	-9	1	-1.6	-19	17	-9
COc1cc(CCCN2C(=S)NC[C@@H]2c2ccccc2)cc(OC)c1OC	3	10	14	-3	-2	-1.0	26	11	0
Cn1c(N)c(C(=O)COC(=O)c2ccc([N+](=O)[O-])o2)c(=O)n(C)c1=O	-1	1	22	1	7	1.1	-68	17	11
CCOC(=O)C1=C(O)C(=O)NC(c2ccccc2)=C(OC2CCCCC2)C1	1	16	-2	-10	-4	3.5	-11	25	4
Cc1cc(OCC(=O)Nc2cc(S(=O)(=O)N3CCOCC3)ccc2N2CCCC2)ccc1C(C)C	-6	0	0	2	-1	-0.2	10	4	13
COc1ccc(O)c(-c2cc(C(F)(F)C(F)F)nc(-c3ccccc3)n2)c1	-3	7	10	-4	-5	-1.5	11	11	-2
COc1cccc(-n2cnc3sc(C)cc3c2=O)c1	-1	27	-3	0	2	-4.0	-3	3	-11
CSc1cccc(NC(=S)Nc2ccc(F)cc2)c1	-6	-1	22	14*	1	73*	5	13	17
COc1ccc(-c2cc(C(=O)Nc3c(C)nn(Cc4ccccc4Cl)c3C)no2)cc1OC	-2	15	6	-2	-2	-0.7	-5	-15	14
Cc1csc(C(=O)O)c1-n1cccc1	-1	5	-1	-4	-6	0.0	-7	0	2
O=C(c1ccc(O)cc1)c1ccc(O)cc1O	2	-2	-5	1	-1	1.6	-6	-3	-9
COc1ccccc1-c1noc2ncnc(Nc3ccccc3C)c12	5	18	11	0	-4	0.7	-51	25	-21
Cc1ccc(S(=O)(=O)N2CCN(C(=O)c3ccccn3)CC2)c(C)c1	1	15	-5	-3	0	0.7	1	26	-2
Cc1cccc(Cn2c(SCCO)nc3c2c(=O)n(C)c(=O)n3C)c1	1	6	5	-1	-3	-1.9	16	14	17
COc1ccccc1NC(=O)c1ccc(Cl)c(S(=O)(=O)N2CCCCC2)c1	3	-14	25	0	4	-0.6	18	11	6
CCN1CCN(S(=O)(=O)c2c[nH]c(C(=O)OC)c2)CC1	1	5	-17	-1	-2	-1.1	4	-6	3
CCN(CC1CCCN(CCc2cccc(OC)c2)C1)C(=O)c1ccoc1 (stereo unspecified)	6	9	1	2	-6	-0.9	17	12	3
COc1ccc2cc(CN(CC3CCCO3)S(=O)(=O)c3ccccc3Cl)c(=O)[nH]c2c1 (stereo unspecified)	2	8	32	1	-3	-0.4	17	35	33
C=C1CCN(C(Cc2ccccc2)C(=O)OC)S(=O)(=O)c2ccc(F)cc21 (stereo unspecified)	8	9	19	2	5	-1.7	2	5	7
CCOC(=O)N/N=C/c1ccc(N(CC)CC)cc1O	-3	41	36	-1	0	-0.1	-1	60*	37

Assay outcomes deposited in PubChem by Sanford-Burnham Center for Chemical Genomics.
